# High-throughput results deposited in PubChem BioAssay by PCMD.
# CatB mix inh – human cathepsin B inhibition by mixtures; Purified cathepsin B, AMC dipeptide fluorescence, compound mixtures; inhibition, %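 (ten-compound pools at 5 µM per compound and 50 µM total)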; P07858; actives 0.06% (n = 62,000); in the data active = inhibition above about 22%, passing the limit was not always enough;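 also: 0% = enzyme without compound and 100% = no enzyme blank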
# E coli RNAP – inhibitors of Escherichia coli RNA polymerase | P0A8V2 | E. coli RNA polymerase, fluorescence transcription assay | inhibition, %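 (tested at 10 µM)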 | actives 0.2% (n = 62,000); in the data active = inhibition above about 20%;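 also: 0% = enzyme without compound and 100% = no enzyme blank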
# C1s block – human complement C1s inhibition; P09871; purified C1s, fluorogenic AMC substrate, pooled mixtures; mean inhibition % of two 10-compound mixtures (active compounds read high), % at 5 µM (by protocol); actives 0.16% (n = 62,000); AID 538;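 active = inhibition above 20% in each of the two 10-compound mixture wells holding the compound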;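 also: 0% = enzyme wells lacking compound mixture and 100% = no-enzyme blank wells; some compounds called inactive have numbers as strong as hits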
# CatS block – blocks human cathepsin S protease activity; P25774; recombinant cathepsin S, AMC dipeptide fluorescence, pooled mixtures; inhibition, %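 (tested at 5 µM per compound within 10-compound mixtures)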; actives 0.06% (n = 62,000); AID 501; in the data active = inhibition above about 32%, passing the limit was not always enough;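 also: 0% = enzyme without compound and 100% = blank without enzyme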
# Target sequence (P25774 115-331 limits assumed): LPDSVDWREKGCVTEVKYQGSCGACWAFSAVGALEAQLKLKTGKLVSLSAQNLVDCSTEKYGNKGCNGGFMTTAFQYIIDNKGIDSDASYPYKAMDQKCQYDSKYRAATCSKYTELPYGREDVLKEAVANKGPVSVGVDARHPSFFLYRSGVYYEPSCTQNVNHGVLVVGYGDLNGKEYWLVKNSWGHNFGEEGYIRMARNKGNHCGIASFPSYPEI
# FXIa mix inh – blocks human factor XIa in pooled compound mixtures; P03951; purified FXIa, fluorogenic substrate; inhibition, % at 5 µM; actives 0.19% (n = 62,000); AID 680; in the data active = inhibition above about 20%, passing the limit was not always enough;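 also: each value is inhibition by a whole ten-compound pool holding the compound; 0% = enzyme with no mixture and 100% = wells lacking enzyme; strong numbers were not always called active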
# Target sequence (P03951 19-387 limits assumed): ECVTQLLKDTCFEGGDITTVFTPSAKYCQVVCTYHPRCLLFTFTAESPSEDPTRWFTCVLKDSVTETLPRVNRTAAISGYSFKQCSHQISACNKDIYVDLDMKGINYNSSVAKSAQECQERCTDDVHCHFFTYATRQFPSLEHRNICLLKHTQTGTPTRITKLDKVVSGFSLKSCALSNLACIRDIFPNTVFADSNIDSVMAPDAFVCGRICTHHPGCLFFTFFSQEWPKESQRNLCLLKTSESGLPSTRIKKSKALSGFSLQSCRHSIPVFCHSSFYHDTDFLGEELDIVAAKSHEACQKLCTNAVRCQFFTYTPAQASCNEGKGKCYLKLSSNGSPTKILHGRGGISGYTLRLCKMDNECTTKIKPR
# Target sequence (P03951 388-625 limits assumed): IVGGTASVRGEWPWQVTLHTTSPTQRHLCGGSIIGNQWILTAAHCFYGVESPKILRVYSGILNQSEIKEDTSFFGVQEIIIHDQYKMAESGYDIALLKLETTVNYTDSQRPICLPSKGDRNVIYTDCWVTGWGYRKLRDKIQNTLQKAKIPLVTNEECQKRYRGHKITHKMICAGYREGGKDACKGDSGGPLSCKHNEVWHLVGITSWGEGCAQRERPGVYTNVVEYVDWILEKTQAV
# CatL block – blocks human cathepsin L protease activity. P07711. actives 0.17% (n = 58,000). purified cathepsin L, fluorogenic substrate, fluorescence. inhibition, %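 (tested at 10 µM)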; in the data active = inhibition above about 45%;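 also: 0% = enzyme with no compound and 100% = no enzyme blank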
# AP ELISA ortho – orthogonal test for alternative complement pathway inhibitors | actives 0.08% (n = 62,000) | AID 1235 | inhibition, % at 5 µM | Human serum alternative complement pathway, LPS-coated ELISA, C3 deposition; tested in compound mixtures;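 active = inhibition above 30% in each of the two pooled mixtures holding the compound, so the lower value exceeds 30%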;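 also: 0% = serum in Mg-EGTA without compound and 100% = EDTA serum blank; some compounds past the cut are filed as inactive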
#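 Medium: diluted human serum in Mg2+-EGTA GVB++. Assay system: human serum complement alternative pathway, C3 deposition onto LPS. Also added: Plate-bound LPS. Technique: Anti-C3 ELISA, OD 450 nm. Measure: percent inhibition. Incubation: 1 h at 37 °C. Dosing: 5 µM each compound, pools of ten, 50 µM per pool.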
# CatB inh – inhibitors of human cathepsin B | actives 0.1% (n = 63,000) | AID 453 | inhibition, %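 (tested at 10 µM)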 | P07858 | purified cathepsin B, fluorogenic substrate, fluorescence; in the data active = inhibition above about 21%;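 also: 0% = enzyme with no compound and 100% = no enzyme blank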
# CatG inh – inhibitors of human cathepsin G; purified enzyme, AMC-tetrapeptide fluorescence, pooled mixtures; inhibition, % at 5 µM (by protocol); actives 0.2% (n = 62,000); AID 581;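 active = inhibition above 20% in each of the two mixture wells holding the compound; inactive = inhibition of 20% or less in either well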;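 also: 0% = enzyme control without mixture and 100% = blank lacking enzyme; strong numbers were not always called active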
# Target sequence (P08311 21-244 limits assumed): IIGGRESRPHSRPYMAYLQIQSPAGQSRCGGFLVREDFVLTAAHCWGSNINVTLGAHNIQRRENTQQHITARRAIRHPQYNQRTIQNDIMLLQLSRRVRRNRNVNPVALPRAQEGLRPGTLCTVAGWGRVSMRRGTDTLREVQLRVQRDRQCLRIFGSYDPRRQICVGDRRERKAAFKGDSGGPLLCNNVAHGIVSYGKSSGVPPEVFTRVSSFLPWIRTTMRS
# * marks the source's active call; other numbers are inactive results; · = not tested or not shown.
SMILES,CatB mix inh,E coli RNAP,C1s block,CatS block,FXIa mix inh,CatL block,AP ELISA ortho,CatB inh,CatG inh
CSc1ccc(-c2nnn(CC(=O)NCc3ccccc3)n2)cc1,4.0,6.6,-13.8,4.1,3.6,-5.7,22.9,3.2,7.5
CCOC(=O)c1[nH]c2ccc(OC)cc2c1NC(=O)c1ccc2c(c1)OCO2,2.5,3.9,7.7,10.1,-0.1,3.2,1.0,-1.1,8.7
CCN(CC)S(=O)(=O)c1ccc2c(c1)nc(CCC(=O)OCc1c(C)noc1C)n2C,2.9,-4.1,17.2,-9.5,5.9,-18.8,16.5,2.0,9.2
CC(C)(Oc1ccc(Cl)cc1)C(=O)NC1CCSC1=O (centres undefined),6.2,8.0,11.2,12.8,5.9,-4.7,5.2,-0.4,10.8
CCOC(=O)c1c(NC(=O)c2cc(C3CC3)on2)sc(C(C)=O)c1C,-0.5,0.8,6.7,1.0,7.4,-5.9,7.1,-0.7,2.8
CC1=C(C)CS(=O)N(S(=O)(=O)c2ccc(Cl)cc2)C1 (centres undefined),31.7*,5.1,6.5,6.4,-2.4,·,-3.1,23.7*,9.1
CCOC(=O)C1CCCN(C(=O)C(C)Oc2ccc(Cl)cc2Cl)C1 (centres undefined),2.4,6.4,-15.4,19.9,5.7,15.6,-3.6,9.2,-2.7
Cc1ccccc1C(=O)c1cccn1CC(=O)O,6.9,3.7,-28.6,4.4,7.6,9.0,6.9,-1.9,-1.6
Cc1oc2ncnc(N)c2c1C,12.7,-3.5,14.8,-7.4,8.7,-8.1,21.5,-1.1,12.3
CN1CCN(S(=O)(=O)c2ccc(NC(=O)C3CCCCC3)cc2)CC1,3.3,6.0,3.0,-7.1,4.4,-4.0,7.3,0.2,9.8
COc1cccc2cc(C(=O)N3CCc4ccccc4C3)c(=O)oc12,-0.5,9.1,-21.2,-12.9,-10.7,-2.0,11.2,6.7,4.3
COc1ccc(C(=O)Cn2nnc(-c3ccccc3-n3cnnn3)n2)cc1,-0.1,8.4,12.3,9.5,5.3,7.3,-9.2,1.2,12.7
CCC(C)c1ccc2oc(-c3ccc(NC(=O)c4ncn[nH]4)cc3)nc2c1 (centres undefined),-1.0,4.1,-13.7,5.4,1.5,5.0,-11.3,-3.0,-4.3
O=C(NC1CCCC1)C1C2C=CC(C2)C1C(=O)N1CCOCC1 (centres undefined),-0.3,1.9,-4.5,-1.0,-1.1,-3.8,32.1,-1.3,6.2
COCCn1nnnc1C(c1ccccn1)N1CCN(c2cc(C)ccc2C)CC1 (centres undefined),8.9,12.4,13.6,13.8,9.2,6.5,0.0,5.9,9.9
Oc1ccccc1CNc1nc2ccccc2n1CCN1CCCCC1,-15.9,11.8,-233.2,-21.2,-9.0,·,16.9,4.2,-18.8
CN1C(=O)N(C)C(NC(=O)Nc2ccccc2)C1NC(=O)Nc1ccccc1 (centres undefined),7.7,17.4,9.1,11.1,3.0,11.4,1.0,4.3,14.7
O=C(C1CCC(Cn2c(=S)[nH]c3ccccc3c2=O)CC1)N1CCOCC1 (centres undefined),6.3,3.4,2.9,-2.3,11.1,1.1,17.7,-10.3,0.5
COC(=O)Cc1cc(=O)n2[nH]c(C)nc2n1,6.8,4.6,-6.1,11.9,4.6,3.9,-5.5,6.0,-10.9
CCCCCc1nnc(NC(=O)C2CCCO2)s1 (centres undefined),2.3,3.2,4.0,-7.4,2.8,12.9,12.0,7.2,12.0
O=C(Nc1nncs1)C1c2ccccc2Oc2ccccc21,-7.5,10.8,-47.1,0.3,2.7,9.2,1.3,2.1,1.8
O=C(O)c1cc(S(=O)(=O)N2CCCCCC2)ccc1Cl,1.2,11.7,8.1,-10.8,4.2,6.5,-1.8,·,9.6
O=C(NCc1ccccc1)c1cc(S(=O)(=O)N2CCC3(CC2)OCCO3)ccc1F,-3.2,-0.2,-62.3,-0.5,0.2,2.1,13.7,1.4,-6.2
COC(=O)Cn1ccc(N(C)C)c(C#N)c1=O,2.8,1.5,-27.2,-11.9,0.2,-9.1,12.7,-5.4,-3.9
CN(Cc1ccccc1)Cc1c(F)cccc1F,-3.2,-7.2,-26.1,-5.9,5.3,-3.4,18.3,0.5,-4.5
# (continued)
SMILES,CatB mix inh,E coli RNAP,C1s block,CatS block,FXIa mix inh,CatL block,AP ELISA ortho,CatB inh,CatG inh
Cc1ccc(N2CCN(CC(O)COC3CCCCC3)CC2)cc1 (centres undefined),3.7,·,14.5,7.7,6.3,-1.1,2.7,0.7,14.7
COc1ccc(/C=N/n2cnnc2SCc2ccccc2)cc1,-1.0,10.6,9.9,2.5,2.6,31.9,3.8,1.3,4.2
CCOC(=O)CCNC(C)C1COc2ccccc2O1 (centres undefined),1.5,12.8,8.2,3.1,10.3,2.5,6.1,-0.5,7.5
COc1ccc2[nH]c(=O)c(CN(Cc3cccs3)S(=O)(=O)c3cccc4nsnc34)cc2c1,-2.9,-14.1,-4.6,-13.2,9.8,-2.3,9.8,-1.0,1.9
COc1cc(C(=S)N2CCCCC2)ccc1OCC(=O)N1CCCC1,3.2,8.6,-28.1,11.7,5.2,8.3,-3.8,4.8,-7.1
COCCNC(=O)c1ccc(C(=O)NCCOC)s1,-4.4,1.2,-22.7,-0.1,7.8,13.0,-2.9,1.8,-4.4
CC(=O)N1CCc2cc(S(=O)(=O)CCC(=O)N3CCN(c4ccccn4)CC3)ccc21,3.8,-16.2,-22.4,19.2,-2.4,2.3,-0.9,0.7,-11.4
O=C1Nc2ccc(Br)cc2C1(O)Cc1ccccn1 (centres undefined),2.3,0.9,-2.5,-1.5,3.1,3.6,15.4,-2.3,5.9
CC(Oc1ccc(Cl)cc1Cl)C(=O)N(Cc1ccco1)C1CCS(=O)(=O)C1 (centres undefined),-13.5,11.6,-232.4,-16.4,-30.4,16.8,9.8,6.3,-18.6
COc1cc(-c2nc(S(=O)(=O)c3ccc(C)cc3)c(N(C)C)o2)cc(OC)c1OC,0.6,-6.4,-0.8,10.4,3.7,-2.7,-8.0,5.0,4.0
CCOc1ccc(-n2cc(C(=O)N3CCN(C)CC3)c3cc(OC)c(OC)cc3c2=O)cc1,3.0,-15.0,-45.0,2.8,-6.6,-16.2,-5.4,0.6,-17.5
O=C(O)CCc1ccc(-c2ccc(F)cc2)n1NC(=O)c1ccco1,-3.7,2.3,0.1,-4.2,2.6,-1.1,4.9,-2.4,7.0
O=C(NC1CCCCC1)C1CCCN1C(=O)NCc1ccccc1 (centres undefined),2.5,0.9,-6.4,-3.3,-6.8,-1.6,4.7,6.5,-1.9
O=S1(=O)CC(NCc2ccccc2)C(Nc2ccccc2)C1 (centres undefined),0.3,6.6,3.0,6.0,1.5,6.5,3.8,1.9,-0.1
Cc1cnc(-c2nnc(N(C)C(=O)C3CCOC3)s2)cn1 (centres undefined),5.6,9.4,6.7,8.4,5.5,-4.6,20.9,-0.4,11.4
CCn1c(=O)c2cc(C(=O)NCc3cccs3)sc2c2ccccc21,1.2,-0.4,-10.2,2.8,4.7,0.1,5.4,1.3,7.2
O=C(Nc1nc(-c2cccs2)cs1)c1cccc(S(=O)(=O)N2CCCCCC2)c1,2.5,0.5,-41.7,0.6,-2.5,0.9,-10.5,7.1,-18.3
COC(=O)C1=C(C)N(c2cccc(C(C)=O)c2)C(=O)C1,1.8,3.7,7.2,0.6,7.7,-10.6,4.7,-0.9,4.9
Cc1ccc(S(=O)(=O)O)c(C)c1N1CCCC1=O,0.6,13.5,13.8,4.9,9.7,9.9,-15.3,4.7,11.2
COc1ccccc1S(=O)Cc1ccc(C(=O)NCCc2ccc(Cl)cc2)o1 (centres undefined),2.3,4.4,-0.2,17.5,6.5,·,5.9,-4.5,-0.2
COc1ccc(N2CCN(C(=O)c3ccc4nc(N5CCCCC5)sc4c3)CC2)cc1,1.3,2.1,-4.0,-4.5,-6.0,·,4.6,-1.2,-3.4
CC(C)OC(=O)CSc1nnc(-c2ccc(O)cc2)n1Cc1ccccc1,3.8,6.2,-10.7,-0.8,0.9,-0.2,6.2,-7.2,2.9
Cc1ccc(C(C)C)cc1S(=O)(=O)NCc1cccnc1,-3.9,3.3,-4.7,5.9,4.3,16.0,2.9,-2.2,-0.8
CCCn1nnc(NC(=O)COc2cc(C)ccc2C(C)C)n1,-0.3,4.4,-1.0,16.7,13.3,8.4,12.4,-2.8,1.2
CCOCCn1c(COc2ccccc2)nc2ccccc21,-1.8,6.3,3.6,2.4,4.9,12.7,-2.4,-2.1,5.2
# The list goes on.
SMILES,CatB mix inh,E coli RNAP,C1s block,CatS block,FXIa mix inh,CatL block,AP ELISA ortho,CatB inh,CatG inh
Cc1cc(OCC(=O)O)c2cccc(C)c2n1,5.1,11.1,11.2,5.8,5.8,9.1,6.3,6.6,10.4
O=C(NCCCCCNC(=O)c1cccnc1)c1cccnc1,-2.8,-5.9,-23.0,-3.5,1.3,10.6,-1.1,-0.5,-11.2
COc1cccc(Nc2nnc(SCC(=O)N3CC(C)OC(C)C3)s2)c1 (centres undefined),-4.6,3.4,3.3,-0.9,-0.9,3.3,13.4,1.1,4.3
CC(C)(C)OC(=O)N[C@@H](Cc1c[nH]c2ccccc12)c1nnc(SCC(N)=O)o1,-14.6,-4.4,-35.2,-15.0,-15.4,7.5,-11.6,1.0,-20.0
CN1CCN(CCCNC(=O)c2cn(C)c3ccc(S(=O)(=O)N(C)C)cc3c2=O)CC1,7.0,8.2,14.9,1.5,9.8,·,17.5,1.7,15.6
O=C(COC(=O)CCOc1ccccc1)Nc1ccc(Cl)cn1,5.2,2.0,5.4,19.1,7.2,6.2,-6.9,1.5,0.7
Cc1nc2c(C(=O)N3CCN(c4ccccn4)CC3)cnn2c(C)c1Cc1cccc(Cl)c1,2.3,2.9,0.0,3.6,-1.4,-2.0,7.1,9.0,-2.8
CC(=O)N(c1ccc(C)cc1)C1C=CS(=O)(=O)C1 (centres undefined),-0.4,3.8,6.7,-2.5,1.7,-0.6,2.9,-1.0,0.9
CCCCCCOC(=O)NCC(O)c1ccccc1 (centres undefined),2.0,·,0.3,-6.8,6.0,·,29.5,·,7.8
Cc1cc(Cl)cc(Cl)c1OCC(=O)NCc1ccco1,5.4,6.9,-1.9,1.6,3.7,8.7,20.0,-2.6,1.2
Cc1cc(-n2c(C)cc(C(=O)CSc3nnnn3-c3ccccc3)c2C)no1,-5.7,1.8,-65.5,-6.0,-9.7,5.2,20.0,-2.9,-10.3
COc1cccc2sc(NC(=O)c3ccc(S(=O)(=O)N4CCOCC4)cc3)nc12,5.2,4.5,10.3,3.5,4.3,13.9,3.8,3.3,8.8
CCN1CCN(c2oc(COc3ccc(-c4ccccc4)cc3)nc2C#N)CC1,-5.0,1.4,-6.8,-4.7,20.6,4.0,-3.8,-1.8,12.5
CCC(=O)Nc1cc(C(C)C)c(O)cc1C,3.3,7.1,15.8,-2.9,8.5,-0.8,13.9,-0.1,10.9
c1ccc(-c2ccc(-c3nc(-c4ccccn4)no3)cc2)cc1,1.3,8.3,-37.4,8.1,-0.1,·,11.2,-2.5,-1.0

# Compound profiles, from the list above. Order of screens: CatB mix inh, E coli RNAP, C1s block, CatS block, FXIa mix inh, CatL block, AP ELISA ortho, CatB inh, CatG inh
# Shown for c1ccc(-c2ccc(-c3nc(-c4ccccn4)no3)cc2)cc1 → 1.3, 8.3, -37.4, 8.1, -0.1, ·, 11.2, -2.5, -1.0
# Shown for Cc1cc(Cl)cc(Cl)c1OCC(=O)NCc1ccco1 → 5.4, 6.9, -1.9, 1.6, 3.7, 8.7, 20.0, -2.6, 1.2
# Shown for COc1cccc(Nc2nnc(SCC(=O)N3CC(C)OC(C)C3)s2)c1 (centres undefined) → -4.6, 3.4, 3.3, -0.9, -0.9, 3.3, 13.4, 1.1, 4.3
# Shown for O=C(COC(=O)CCOc1ccccc1)Nc1ccc(Cl)cn1 → 5.2, 2.0, 5.4, 19.1, 7.2, 6.2, -6.9, 1.5, 0.7

# Only part of the results is shown (hit frequency here may not be typical).
